Compound activity from PubChem.
NOD1 inhibition = NOD1 signaling inhibitors, primary screen, cell-based, luminescence, uHTS (AID 1578) | NOD1-driven NF-kB luciferase reporter cells, luminescence; higher % means a stronger effect | inhibition, % at 4 µM; hits with a dose series show EC50 in µM | 290,000 tested, 1% active; in the data active = inhibition mostly above about 36%, no sharp cut-off; inactive = mostly below about 34%;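 also: HEK-293T reporter cells stimulated with the NOD1 agonist gamma-tri-DAP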
AID2073 = disruptors of CaV2.2 binding to Mint1 – biochemical, HTRF (AID 2073); HTRF protein-protein interaction, Mint1-CaV2.2; higher % means a stronger effect; inhibition, % at 20 µM, or IC50 in µM where a hit was titrated; 290,000 tested, 0.19% active; in the data active = inhibition mostly above about 51%, no sharp cut-off; also: some results filed as inactive read as strong as hits
P. falciparum M17LAP = P. falciparum M17LAP inhibitors, primary screen, biochemical, fluorogenic H-Leu-NHMec substrate, 1536-well (AID 1619) | recombinant M17LAP, H-Leu-NHMec fluorogenic kinetic assay; higher % means a stronger effect | one-dose inhibition, % at 30 µM; IC50 in µM for titrated hits | 220,000 tested, 0.38% active;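 active = compound inhibiting the enzyme by more than half at any dose during confirmatory dose-response retesting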;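 also: plate controls were full reaction with DMSO carrier for no effect and no enzyme background for full effect; strong numbers were not always called active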
KOR beta-arrestin-1 = kappa opioid receptor blockers – cell-based, luminescence, uHTS (AID 1778). KOR beta-arrestin recruitment, luminescence, antagonist mode; higher % means a stronger effect. inhibition, % at 10 µM, or IC50 in µM where a hit was titrated. 290,000 tested, 0.091% active; also: strong numbers were not always called active
GPR55 activation = GPR55 agonists via beta-arrestin recruitment, primary screen, imaging, U2OS cells, beta-arrestin-GFP redistribution (AID 1961). 290,000 tested, 0.048% active. activation, % at 10 µM; hits with a dose series show EC50 in µM. U2OS GPR55 beta-arrestin-GFP redistribution imaging; higher % means a stronger effect;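 active = activation above 40% with more than 50 cells counted in the well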;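 also: U2OS osteosarcoma cells stably expressing GPR55 and beta-arrestin-GFP; plate controls were DMSO negative control for no effect and LPI positive control for full effect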
KOR beta-arrestin-2 = kappa opioid receptor activators – cell-based, luminescence, uHTS, primary screen (AID 1777); KOR beta-arrestin recruitment, luminescence; higher % means a stronger effect; activation, % at 10 µM, or EC50 in µM where a hit was titrated; 280,000 tested, 0.02% active; in the data active = activation above about 50%, passing the limit was not always enough; also: a part of the inactive calls stands beside numbers as strong as those of hits
HEK293 NOD2/NF-kB = NOD2 signaling inhibitors, cell-based, luminescence, uHTS, HEK293 (AID 1566). 290,000 tested, 0.63% active. HEK293 NOD2/NF-kB luciferase reporter, luminescence; higher % means a stronger effect. inhibition, % at 4 µM, or EC50 in µM where a hit was titrated; also: many of its hits are not listed in these tables
Dynein transport = blocks dynein driven cargo transport along microtubules | 3617.4 mouse cells, GR-EGFP nuclear translocation imaging; test concentration mostly 20 µM; stimulated with dexamethasone, 1 µM; stronger effect = lower value | z-score, hits read low | 220,000 tested, 0.47% active;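 active = plate z-score of nuclear minus cytoplasmic receptor signal below a set negative limit, without overly bright fluorescence or cell loss, cut at about -3.5 in these data, passing the limit was not always enough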;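 also: z-score of nuclear minus cytoplasmic ring GR-EGFP intensity difference per well; some compounds called inactive have numbers as strong as hits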
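Schedule: 48 h induction, then 1 h compound, then 30 min agonist, 37 °C. Buffer or medium: tetracycline-free induction medium containing charcoal-stripped FBS. Reagent: 1.0 µM final dexamethasone stimulus. Evaluation: nuclear versus cytoplasmic GR-EGFP signal, averaged per well. Signal: high-content fluorescence imaging after fixation.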
M1AAP inhibition = P. falciparum M1AAP inhibitors, biochemical, fluorogenic H-Leu-NHMec substrate, 1536-well (AID 1445); one-dose inhibition, % at 30 µM; IC50 in µM for titrated hits; recombinant M1AAP, H-Leu-NHMec fluorogenic kinetic assay; higher % means a stronger effect; 220,000 tested, 0.42% active;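 active = primary inhibition above the hit cutoff, then over 50% inhibition at one or more dose response concentrations, cut at about 23% in these data, passing the limit was not always enough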;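 also: plate controls were DMSO full reaction for no effect and no enzyme background for full effect; strong numbers were not always called active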
Dynein transport cytoplasmic EGFP = second read-out of Dynein transport, no call of its own (marks repeat the call); z-score; measured here: cytoplasmic GR-EGFP intensity; stronger effect = higher value
Dynein transport nuclear GR-EGFP = further read-out of Dynein transport, marked with its call; z-score; measured here: nuclear GR-EGFP intensity;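 lower value marks the stronger effect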
Dynein transport cell count = further read-out of Dynein transport, marked with its call; z-score; measured here: cell count per field
Starred values were filed as active, the others as inactive; . = no result given; [ ] = another dose, or the depositor's remark. Rule as the data show it, unless noted: active = inhibition above about 50%; inactive = the rest.

SMILES	NOD1 inhibition	AID2073	P. falciparum M17LAP	KOR beta-arrestin-1	GPR55 activation	KOR beta-arrestin-2	HEK293 NOD2/NF-kB	Dynein transport	Dynein transport cytoplasmic EGFP	Dynein transport nuclear GR-EGFP	Dynein transport cell count	M1AAP inhibition
O=C1c2cccc3cccc(c23)C(=O)N1c1ccccc1Cl	28.1%	9.7%	.	-50.4%[20 µM]	-0.2%	-5.7%	12.7%	.	.	.	.	.
O=C(c1ccccc1)N1CCN(S(=O)(=O)c2ccccc2)CC1	-4.7%	9.3%	-6.7%	10.3%	0.6%	5.5%	3.9%	-0.458	-0.244	0.178	0.802	-4.2%
CCOC(=O)C(=CNc1cccc(C)n1)C(=O)OCC	0.2%	6.4%	12.1%	-3.3%	0.2%	11.4%	13.7%	0.995	-0.214	0.879	0.752	9.9%
COc1ccc(Cc2nnc(NC(=O)c3cccs3)s2)cc1	-24.2%	16.0%	-1.1%	-3.0%	-0.2%	-6.8%	-29.9%	0.56	-0.0981	0.819	-0.7	7.6%
O=C(c1ccccc1NS(=O)(=O)c1ccc(F)cc1)N1CCCC1	7.7%	18.2%	6.2%	-7.9%	0.0%	-1.6%	5.8%	-0.5	-0.249	-0.113	1.07	12.3%
COC(=O)C(Cc1ccc(O)cc1)NC(=O)c1ccccc1OC (stereo not drawn)	-4.6%	0.1%	9.6%	4.9%	0.3%	4.5%	2.8%	-0.129	-0.188	0.322	0.395	7.9%
COc1ccc(-c2nnc3cccc(Cl)n23)c(OC)c1	-16.1%	49.8%	.	-10.5%	-0.1%	-3.4%	4.6%	.	.	.	.	.
Cc1ccc(CC(=O)Nc2nncs2)cc1	-23.2%	-1.2%	-2.9%	2.6%	0.6%	3.3%	9.3%	0.899	0.212	0.689	0.213	-0.9%
O=[N+]([O-])c1cccc(/C=N/n2cnnc2)c1O	-25.7%	7.3%	32.0%	8.7%	0.2%	-1.1%	-0.2%	0.231	-0.23	0.234	-0.118	21.5%
COc1cccc(OCC(O)CN2CCN(C)CC2)c1 (stereo not drawn)	-5.0%	3.6%	.	-8.5%	-0.1%	-2.2%	0.5%	.	.	.	.	.
CC(=O)Nc1nc(C)c(Cc2ccccc2)c(=O)[nH]1	-0.8%	-1.6%	1.6%	2.9%	-0.2%	-9.3%	0.2%	1.28	-0.211	0.951	0.209	-5.1%
COc1ccc(S(=O)(=O)N(CC(=O)N/N=C/c2cccs2)c2ccc(C)cc2)cc1OC	-22.3%	-9.6%	-1.3%	-12.2%	0.0%	5.8%	-7.0%	0.266	-0.213	0.557	1.2	1.5%
Cn1ncc(Br)c1C(=O)NC1CCCCCC1	-6.8%	12.0%	.	-2.9%	-0.2%	-1.0%	16.4%	.	.	.	.	.
O=C(NCc1ccon1)C1CCC(=O)N(Cc2cccc(C(F)(F)F)c2)C1 (stereo not drawn)	-21.6%	10.2%	.	15.4%	-0.2%	-4.9%	-2.8%	.	.	.	.	.
c1ccc(-c2ccc(-c3ccccn3)s2)nc1	-10.7%	0.2%	-4.4%	8.6%	-0.1%	0.0%	-186.2%	-0.192	-0.262	-0.213	0.703	8.1%
O=C(NC(=S)NCc1ccccc1)C1CC1	-28.8%	-11.5%	-2.8%	-6.2%	0.2%	-0.5%	4.0%	1.51	-0.266	1.09	-0.821	3.0%
COc1ccc(C2CC(=O)Nc3ccccc3S2(=O)=O)cc1OC (stereo not drawn)	27.5%	32.4%	-9.7%	-69.2%	-0.1%	3.2%	-15.2%	-0.158	-0.103	0.707	0.0456	1.3%
O=C(CN1CCSCC1)N/N=C/c1ccc(F)c(F)c1	9.1%	2.2%	20.3%	31.9%	-0.1%	3.4%	-7.5%	-0.97	0.732	-0.24	0.981	5.3%
CC(C)C(NC(=O)c1ccccc1)C(=O)N/N=C\c1ccco1 (stereo not drawn)	-28.7%	5.6%	8.3%	-27.7%	-0.1%	1.8%	12.3%	-0.0102	-0.243	0.789	-0.358	1.8%
CCOC(=O)CCn1nc(-c2ccccc2)cc1N	12.4%	-6.8%	2.1%	-1.1%	0.6%	-3.2%	4.0%	1.02	-0.169	0.595	-0.58	8.1%
COc1ccc(CCNC(=O)CCC(=O)n2ncc3cc(C)ccc32)cc1OC	-14.6%	6.4%	.	-27.5%[20 µM]	-0.1%	-0.6%	-0.1%	.	.	.	.	.
O=C(Nc1cccnc1)c1cc(-c2ccccc2O)on1	8.8%	18.4%	.	-41.8%	0.6%	0.1%	-98.7%	1.17	-0.199	1.1	-0.383	.
Cc1cccc(-c2cc3nc(C)c(C)c(NCCCn4ccnc4)n3n2)c1	-6.8%	-8.2%	-327.6%	17.8%	0.0%	-1.1%	6.7%	-0.0917	-0.714	-0.193	-0.664	4.2%
CC1=C(C(=O)OC(C)C)C(c2coc3ccccc3c2=O)C2=C(CCCC2=O)N1 (stereo not drawn)	9.6%	1.1%	5.8%	27.3%	-0.1%	-7.6%	15.3%	-1.04	-0.027	-0.281	0.433	3.2%
O=C(c1ccoc1)N1CCC2(CC1)Oc1ccc(F)cc1C(=O)C21CC(c2ccccc2)=NO1 (stereo not drawn)	-8.0%	-17.3%	2.1%	33.9%	-0.2%	-0.8%	14.9%	-0.0802	-0.524	0.0872	-0.199	7.3%

(cont.)
SMILES	NOD1 inhibition	AID2073	P. falciparum M17LAP	KOR beta-arrestin-1	GPR55 activation	KOR beta-arrestin-2	HEK293 NOD2/NF-kB	Dynein transport	Dynein transport cytoplasmic EGFP	Dynein transport nuclear GR-EGFP	Dynein transport cell count	M1AAP inhibition
CCCCOC(=O)c1ccc(NC(=O)C(=O)NCCN(C)C)cc1	13.1%	18.9%	4.8%	-25.6%	0.0%	2.9%	0.2%	-1.02	-0.196	-0.35	0.165	2.7%
O=[N+]([O-])c1ccc(C(O)C(CO)NC(=S)Nc2ccccc2)cc1 (stereo not drawn)	-8.1%	10.4%	9.7%	-19.0%	-0.2%	1.1%	-2.1%	-0.158	-0.172	0.0444	0.00332	1.3%
Cc1ccccc1NS(=O)(=O)c1ccc(NC(=O)c2nc3ncccn3n2)cc1	-2.9%	-10.2%	12.1%	21.6%	-0.1%	-1.4%	3.9%	0.0169	-0.225	0.0642	0.117	2.7%
Nc1nc(-c2ccc([N+](=O)[O-])cc2)c(C(=O)Nc2ccc(Cl)cc2)s1	-12.9%	32.0%	-2.9%	13.3%	-0.1%	3.8%	-4.3%	-0.925	-0.286	-0.666	0.883	5.5%
C/C(=N\NC(=O)c1ccc(F)cc1)c1cccc(NC(=O)c2cccc(F)c2)c1	-43.0%	11.8%	.	-3.6%	0.0%	-1.0%	-2.9%	.	.	.	.	.
COc1ccc(CNC(=O)C2CCCN(c3nc4ccccc4o3)C2)c(OC)c1 (stereo not drawn)	-29.0%	23.4%	7.9%	23.9%	-0.1%	-3.3%	-8.3%	0.314	-0.282	-0.18	-0.00228	10.5%
Cc1cc(N2CCCCC2)nc(N2CCOCC2)n1	-2.4%	-3.0%	-3.4%	-15.5%	0.0%	-1.9%	-6.4%	1.39	0.224	1.26	-1.73	3.5%
Cc1[nH]c(C)c(S(=O)(=O)N(C)Cc2ccccc2)c1C(=O)N1CCCC1	-8.2%	12.8%	.	-11.0%	-0.1%	0.7%	-0.5%	.	.	.	.	.
COC(=O)c1cc(C(=O)N2CCN(C(=O)c3ccco3)CC2)cc([N+](=O)[O-])c1	-26.7%	1.1%	.	25.7%	-0.2%	1.7%	-4.2%	.	.	.	.	.
Cc1ccc(Nc2nnc(SCC(=O)NC3CCS(=O)(=O)C3)s2)c(C)c1 (stereo not drawn)	-26.8%	4.8%	9.8%	-1.9%	0.7%	-2.8%	10.8%	-0.789	-0.383	-0.39	0.495	-3.4%
O=C1CC(c2ccco2)CC(O)=C1C=NCCN1CCN(C(=S)Nc2ccccc2)CC1 (stereo not drawn)	-11.1%	-22.1%	7.3%	-8.8%	-0.1%	1.3%	-8.0%	0.444	-0.24	0.533	-0.616	1.5%
O=C(CSc1nnc(CNC(=O)c2c(F)cccc2Cl)o1)NCc1ccc2c(c1)OCO2	-18.4%	-12.2%	13.0%	-16.9%	-0.2%	4.3%	-5.7%	-0.336	-0.161	-0.223	0.757	9.0%
CCCN1CCC(N2CCN(c3ccc([N+](=O)[O-])cc3)CC2)CC1	-27.8%	4.7%	.	-6.2%[20 µM]	0.3%	-5.4%	2.8%	.	.	.	.	.
COc1cccc2c(=O)n(CC(=O)N3CCN(c4ccccc4)CC3)ccc12	-11.8%	2.5%	-0.6%	12.0%	-0.5%	-2.5%	14.2%	-0.296	-0.175	-0.142	-0.00204	12.5%
Cc1cccc[n+]1CC(=O)Nc1cccc([N+](=O)[O-])c1	-28.9%	5.5%	5.4%	-9.9%[20 µM]	-0.3%	1.4%	5.5%	-0.143	-0.369	-0.141	0.791	-2.1%
c1ccc(Nc2nc3ccccc3o2)cc1	-64.8%	3.6%	0.3%	-21.4%	-0.1%	-6.8%	-111.7%	-0.98	0.3	-0.149	0.533	-4.0%
CCC(=O)Nc1cccc(NC(=S)NC(=O)c2ccc(Cl)cc2)c1	-26.4%	8.9%	-1.8%	8.5%	0.2%	-5.7%	-34.4%	-0.238	-0.183	-0.183	0.231	6.9%
CCCSc1nnc(NC(=O)Nc2ccccc2)s1	-22.6%	8.1%	15.7%	7.6%	-0.5%	1.5%	-27.0%	-0.603	-0.241	-0.499	0.27	6.0%
COC(=O)c1ccc(COC(=O)c2c(C)nn(Cc3ccccc3Cl)c2Cl)o1	12.0%	-5.0%	-7.6%	12.8%	-0.2%	-0.4%	4.0%	-0.245	-0.123	0.129	0.144	-0.6%
Cc1c(OC(C)C(=O)NCCN2CCOCC2)ccc2c3c(c(=O)oc12)CCCC3 (stereo not drawn)	-28.0%	-1.9%	.	13.7%	-0.1%	-3.1%	14.0%	.	.	.	.	.
COc1ccc(N2CCN(S(=O)(=O)c3cccs3)CC2)cc1	-18.6%	-1.2%	-3.5%	26.7%	0.9%	3.0%	-8.2%	-0.0314	-0.292	-0.412	1.89	4.9%
COc1ccc(CCNC(=O)CCNS(=O)(=O)c2cccc3nsnc23)cc1OC	-3.6%	27.8%	3.2%	22.1%	0.5%	-0.7%	10.3%	-0.708	-0.272	0.298	0.657	-1.7%
Cc1cccc(N2C(=O)C3C4C=CC(C5CC45)C3C2=O)n1 (stereo not drawn)	5.7%	17.2%	-3.0%	29.3%	-0.1%	4.1%	12.0%	1.38	-0.211	0.456	0.183	-5.1%

Some of the compounds tested. The share of hits here may be higher or lower than overall.
